hERG rescue – hERG rescue from dofetilide block, primary screen, cell-based, CHO-hERG, FluxOR thallium flux, dofetilide IC70; Voltage-gated inwardly rectifying potassium channel KCNH2 (Homo sapiens), Q12809; dofetilide IC70 present; activation (rescue from dofetilide block), less the hit threshold, % at 10 µM; 310,000 compounds, 0.51% hits; AID 1511, 2009;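 active = activation above the mean of controls blocked by dofetilide plus 5 SD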;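 also: thallium influx through hERG after potassium depolarization seen as dye fluorescence rise; in these data hits start at about 4.7%; inactives centre near -7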
GSK3 alpha inh – blockers of GSK3A enzyme activity – biochemical, luminescence, cell-free homogeneous, HTS, primary screen. Glycogen synthase kinase-3 alpha (Homo sapiens), P49840. GSK-3 alpha kinase, ADP-Glo luminescence, 60 min. inhibition, % at 10 µM. 320,000 compounds, 0.1% hits. AID 2650, 2010;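 in the data active = inhibition above about 50%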;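 also: GST-tagged GSK-3 alpha with peptide substrate and 25 µM ATP; 0% = DMSO neutral wells and 100% = GW8510 positive control wells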
KCNK9 inh – KCNK9 potassium channel inhibitors, primary screen, HEK293 cells, thallium flux; 310,000 compounds, 1.2% hits; FluxOR thallium flux fluorescence; hits give low values; B-score at 10 µM;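 active = ratio B-score over 3 SD below the library mean, with starting fluorescence within 5 SD of its mean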;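 also: negative B-score means less thallium flux so channel inhibition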
Target sequence (Q9NPC2 whole entry, looked up): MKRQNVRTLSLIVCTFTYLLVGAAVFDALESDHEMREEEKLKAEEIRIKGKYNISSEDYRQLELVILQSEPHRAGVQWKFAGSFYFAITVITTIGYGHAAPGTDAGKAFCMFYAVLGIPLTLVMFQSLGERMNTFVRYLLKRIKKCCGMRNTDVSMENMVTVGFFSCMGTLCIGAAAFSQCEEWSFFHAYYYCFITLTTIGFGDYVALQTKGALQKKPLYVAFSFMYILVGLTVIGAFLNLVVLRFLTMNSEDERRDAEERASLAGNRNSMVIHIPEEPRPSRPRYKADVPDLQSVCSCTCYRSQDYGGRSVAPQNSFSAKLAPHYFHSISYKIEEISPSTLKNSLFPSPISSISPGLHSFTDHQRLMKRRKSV
KCNQ1 inh – inhibitors of human KCNQ1 channel, primary screen, cell-based, thallium flux, high-throughput. Potassium voltage-gated channel subfamily KQT member 1 (Homo sapiens), P51787. B-score at 10 µM. 310,000 compounds, 1.3% hits. CHO-K1 KCNQ1, FluxOR thallium flux fluorescence; hits give high values;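 active = compounds whose thallium flux B-score, printed positive for inhibition, exceeds three library SD while starting fluorescence stays within three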;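 also: channel opened by potassium depolarization with thallium stimulus after 20 min compound exposure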
RGS4 inh – RGS4 inhibitors, primary screen, cell-based, HEK293 M3R inducible RGS4, calcium flux; Regulator of G-protein signaling 4 (Homo sapiens), P49798; 310,000 compounds, 0.45% hits; Fluo-4 calcium flux; hits give high values; triggered by carbachol at its EC20; B-score at 10 µM;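 active = B-score, a plate-corrected calcium signal, over three deviations above library mean, with baseline fluorescence within five deviations of library mean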;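 also: RGS4 expression induced by doxycycline in cells with stable M3 receptor; B-score is computed from the integrated fluorescence ratio over baseline after carbachol; higher B-score means a larger calcium signal and so more RGS4 inhibition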
Target sequence (P49798 whole entry, looked up): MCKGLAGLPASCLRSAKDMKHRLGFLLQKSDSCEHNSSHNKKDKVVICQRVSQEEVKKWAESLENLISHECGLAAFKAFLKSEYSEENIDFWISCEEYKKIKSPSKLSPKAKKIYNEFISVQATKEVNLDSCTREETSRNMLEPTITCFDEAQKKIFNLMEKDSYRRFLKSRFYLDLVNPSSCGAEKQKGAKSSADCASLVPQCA
PolyA inhibitor – polyadenylation inhibitors in yeast reporter cells, primary screen, luminescence, S. cerevisiae; S. cerevisiae SKY197-pL101 polyadenylation reporter, beta-gal luminescence; efflux-impaired pdr1/pdr3 knockout yeast; score 100 = 6 SD above DMSO; calls only at 12 µM; 300,000 compounds, 0.02% hits; AID 1875, 2009;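 active = lowest replicate activity score at least 50, where 100 means six control SD above control mean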;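 also: yeast exposed to compound for 9 h at 30 °C; higher score means more reporter readthrough which indicates perturbed polyadenylation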
KCNK3 block – human KCNK3 channel inhibitors, primary screen, CHO cells, FluxOR thallium flux, B-score; AID 602410, 2012; B-score at 10 µM; 340,000 compounds, 0.84% hits; Potassium channel subfamily K member 3 (Homo sapiens), O14649; FluxOR fluorescence; hits give low values;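 active = B-score under library mean minus 4 SD, starting fluorescence ratio at most library mean plus 5 SD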;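 also: more negative B-score means stronger inhibition of thallium flux through KCNK3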
KCNQ1 act – potentiators or activators of KCNQ1 channel, primary screen, cell-based, thallium flux, high-throughput. Potassium voltage-gated channel subfamily KQT member 1 (Homo sapiens), P51787. CHO-K1 KCNQ1, thallium flux FluxOR fluorescence; hits give high values. B-score at 10 µM. 310,000 compounds, 0.35% hits;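 active = fluorescence ratio B-score, a plate-corrected score, at least three library SD, with initial intensity B-score within 5 SD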
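assay system = KCNQ1-transfected CHO-K1 cells | medium = assay buffer with matched DMSO | probe or stimulus = depolarizing K+/Tl+ stimulus, K2SO4 and Tl2SO4 each 12.5 mM in 5x stock | dosing = single dose | incubation = dye 90 min, compound 20 min, room temperature | detection = kinetic FluxOR fluorescence, 10 s baseline plus 110 s post-stimulus | evaluation = ratio B score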
Dyrk1A ADPGlo – rat Dyrk1A kinase inhibitors, primary screen, biochemical, single point, plate reader | Dual specificity tyrosine-phosphorylation-regulated kinase 1A (Rattus norvegicus), Q63470 | ADP-Glo luminescence, NFATc1 peptide | inhibition, % at 12.5 µM | 310,000 compounds, 0.43% hits | AID 504441, 2011; in the data active = inhibition above about 50%;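 also: plate controls were vehicle with enzyme for no effect and no enzyme for full effect; many of its hits are not listed in these tables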
RGS4 act – RGS4 potentiators or activators, primary screen, cell-based, HEK293 M3R inducible RGS4, calcium flux; 310,000 compounds, 0.92% hits; carbachol calcium flux Fluo4; hits give low values; B-score at 10 µM;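 active = B-score of the integrated calcium signal more than 4 SD below the library mean, with starting fluorescence not abnormally high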;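 also: negative B-score means reduced calcium response which marks RGS4 activation or potentiation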
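Assay system: Inducible-RGS4 HEK293 cells carrying M3 receptor | Schedule: Compound preincubation 20 min at room temperature before agonist | Signal: Kinetic calcium fluorescence imaging with Fluo4-AM dye, 2 µM | Read-out basis: B score from integrated fluorescence ratio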
GSK3beta inhib – human GSK3beta kinase inhibitors, primary screen, biochemical, cell-free homogeneous, HTS; Glycogen synthase kinase-3 beta (Homo sapiens), P49841; GST-GSK3beta kinase, ADP-Glo luminescence, 60 min; hits give low values; activity score (negative = inhibition), % at 10 µM; 300,000 compounds, 0.038% hits;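 active = more than half of replicate wells score below -50%, meaning over 50% inhibition versus plate controls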;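 also: 0% = median DMSO wells and -100% = median GW8510 positive control wells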
Target sequence (P49841 whole entry, looked up): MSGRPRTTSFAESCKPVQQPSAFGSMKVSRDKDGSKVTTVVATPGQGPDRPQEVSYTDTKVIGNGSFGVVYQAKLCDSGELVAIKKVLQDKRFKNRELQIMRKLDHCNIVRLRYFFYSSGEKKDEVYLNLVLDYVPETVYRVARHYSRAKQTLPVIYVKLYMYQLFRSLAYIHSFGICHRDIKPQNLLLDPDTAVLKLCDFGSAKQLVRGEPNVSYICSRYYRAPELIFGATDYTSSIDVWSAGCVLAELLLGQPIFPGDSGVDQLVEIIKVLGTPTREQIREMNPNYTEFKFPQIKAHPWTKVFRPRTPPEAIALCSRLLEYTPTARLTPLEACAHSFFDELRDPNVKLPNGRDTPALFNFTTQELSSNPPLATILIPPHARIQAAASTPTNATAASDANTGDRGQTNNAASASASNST
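Test system: GST-tagged human GSK3beta kinase, cell-free; evaluation: activity score scaled between in-plate DMSO and GW8510 controls; measured by: ADP-Glo luminescence; incubation: 60 min reaction, RT; benchmarks: DMSO and 20 µM GW8510; reagent: peptide substrate plus 25 µM ATP (final); medium: Tris/MgCl2 kinase buffer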
An asterisk follows results filed as active; i = inactive; . = no result given.

SMILES | hERG rescue | GSK3 alpha inh | KCNK9 inh | KCNQ1 inh | RGS4 inh | PolyA inhibitor | KCNK3 block | KCNQ1 act | Dyrk1A ADPGlo | RGS4 act | GSK3beta inhib
CCCn1nnc(NC(=O)c2ccc(OCC)c(Cl)c2)n1 | -2 | 4 | i | i | i | i | i | i | 4 | i | 1
Cc1[nH]n(-c2ccccc2)c(=O)c1N=Nc1ccc2c(c1)OCO2 | -11 | -6 | i | i | i | i | i | i | -4 | i | -6
COc1ccc(C(=O)Nc2ccc(C(=O)N3CCCCC3C)cc2)c(OC)c1OC (configuration not stated) | -9 | 0 | i | i | i | i | i | i | 0 | i | 2
O=c1c2sccc2nc(SCc2cc(=O)n3ccccc3n2)n1Cc1ccccn1 | -6 | -1 | i | i | i | i | . | i | . | i | 1
COc1ccc(C2(CNC(=O)Cc3ccc(OC)c(OC)c3)CCOCC2)cc1 | -8 | -1 | i | i | i | i | i | i | 5 | i | 1
CC(C)(C)C(=O)Cn1ncc(NC2CC2)c(Br)c1=O | -4 | -3 | i | i | i | i | i | i | 1 | i | 2
CC1C(=O)C(C)C(c2cc(Cl)ccc2O)NC1c1cc(Cl)ccc1O (configuration not stated) | -16 | 0 | i | 10* | i | i | i | i | -3 | i | -11
Cc1onc(-c2ccccc2Cl)c1C(=O)OCn1nnc2ccccc2c1=O | -5 | 2 | i | i | i | i | i | i | . | i | 1
CCC(C(=O)NCc1cccnc1)c1ccccc1 (configuration not stated) | -9 | -1 | i | i | i | i | i | i | 5 | i | -1
CN(C)c1ncc(C2=C(Cl)C(=O)C(N3CCCC3)=C(Cl)C2=O)s1 | -46 | 0 | i | 7* | i | i | i | i | -6 | i | 0
COc1ccc(/C=C2\COc3ccccc3C2=O)cc1OC | -1 | -2 | i | i | i | i | i | i | -4 | i | 1
CC(C)(C)C(=O)OCc1nc(-c2ccc(C(F)(F)F)cc2)cs1 | -5 | 0 | i | i | i | i | i | i | -2 | i | -4
CCc1nnc(NC(=O)C2CCCN2C(=O)NC2CCCCC2)s1 (configuration not stated) | -8 | -4 | i | i | i | . | i | i | 1 | i | 4
COC(=O)c1cc(S(=O)(=O)NCCc2cccc(C)c2)cn1C | -1 | -16 | i | i | i | i | i | i | -3 | i | 6
O=C(NNC(=O)C1CCCCC1)c1cnccn1 | 0 | 2 | i | i | i | i | i | i | 5 | i | -1
CCOc1ccc(CCNS(=O)(=O)c2ccc3c(c2)NC(=O)CC(=O)N3)cc1OCC | -17 | 10 | i | i | i | i | i | i | -1 | i | 1
Cc1ccc(COC(=O)CCN=C2NS(=O)(=O)c3ccccc32)cc1 | -12 | -3 | i | i | i | i | i | i | -12 | i | 2
O=S(=O)(Nc1nc2ccccc2nc1NCCN1CCOCC1)c1cccc(Cl)c1 | -8 | -1 | i | i | i | i | i | i | 7 | i | -1
O=C(Nc1ccn(Cc2cccc3ccccc23)n1)c1cccnc1 | -6 | 1 | i | i | i | i | i | i | -2 | i | 0
CC(=O)Nc1ccc(S(=O)(=O)N2CCN(c3nnnn3-c3ccccc3)CC2)cc1 | -4 | 1 | i | i | i | i | i | i | . | i | 3
COC(=O)c1c(C)oc2ccc(OC(=O)N3CCOCC3)cc12 | -5 | -1 | i | i | i | i | i | i | 3 | i | 2
CC(C(=O)c1ccc(Br)cc1)[n+]1cccc2ccccc21 (configuration not stated) | -9 | -5 | i | i | i | i | i | i | 4 | i | -2
Cc1cc(Cl)ccc1C(=O)C1CCCN(C(=O)c2cccc(N3CCCC3=O)c2)C1 (configuration not stated) | -9 | 0 | i | i | i | i | i | i | . | i | 1
COC(=O)c1c(Oc2nc(OC)cc(OC)n2)cccc1Oc1nc(OC)cc(OC)n1 | -5 | 1 | i | i | i | i | i | i | 6 | i | 5
CCn1c(NC(=O)Nc2cccc(C)c2C)cc2sccc21 | -2 | -1 | i | i | i | i | i | i | 4 | i | 2
COC(=O)C(Cc1ccc(O)cc1)NC(=O)CCC(=O)Nc1ccc(S(N)(=O)=O)cc1 (configuration not stated) | -6 | 1 | i | i | i | i | i | i | -5 | i | -2
CC(=O)N1c2ccc(S(=O)(=O)N3CCCC3C(=O)Nc3ccc(C)cc3)cc2CC1C (configuration not stated) | -5 | -2 | i | i | i | i | i | i | -11 | i | 3
Cc1ccc(CN2CCN(Cc3ccon3)CC2CCO)cc1 (configuration not stated) | 2 | -1 | i | i | i | i | i | i | 0 | i | 1
O=C(O)c1cc(=O)c2c(Cl)cc(Cl)cc2[nH]1 | -3 | 3 | i | i | i | i | i | i | 27 | i | 4
CC(=O)Nc1ccc(NC(=O)CCn2cnnn2)cc1 | -6 | 0 | i | i | i | i | i | i | 5 | i | 0

Grouped by structure, the compounds so far containing a tert-butyl group
SMILES | hERG rescue | GSK3 alpha inh | KCNK9 inh | KCNQ1 inh | RGS4 inh | PolyA inhibitor | KCNK3 block | KCNQ1 act | Dyrk1A ADPGlo | RGS4 act | GSK3beta inhib
CC(C)(C)C(=O)Cn1ncc(NC2CC2)c(Br)c1=O | -4 | -3 | i | i | i | i | i | i | 1 | i | 2
CC(C)(C)C(=O)OCc1nc(-c2ccc(C(F)(F)F)cc2)cs1 | -5 | 0 | i | i | i | i | i | i | -2 | i | -4

Additional structures follow.
SMILES | hERG rescue | GSK3 alpha inh | KCNK9 inh | KCNQ1 inh | RGS4 inh | PolyA inhibitor | KCNK3 block | KCNQ1 act | Dyrk1A ADPGlo | RGS4 act | GSK3beta inhib
Cc1c(NC(=O)C(C)N2C(=O)c3ccccc3C2=O)c(=O)n(-c2ccccc2)n1C (configuration not stated) | -3 | 0 | i | i | i | i | i | i | 0 | i | 3
N#CCCn1cc(C(=O)Nc2ccc(C(=O)O)cc2)c(-c2cccs2)n1 | -3 | -2 | i | i | i | i | i | i | -2 | i | 5
Cc1cc(C)nc(NC(=S)Nc2ccc(Br)cc2Cl)c1 | -8 | -1 | i | i | i | i | i | i | 0 | i | -2
CCOc1ccc(NC(=O)CN(C)C(=O)c2c(C)noc2C)cc1OCC | -9 | -2 | i | i | i | i | i | i | -4 | i | -1
CC(=O)c1sc(C(C)(C)C)cc1NC(=O)CCC(=O)O | -4 | 0 | i | i | i | i | i | i | -1 | i | -2
COc1ccc(C(=O)N/N=C\c2coc3ccc(C)cc3c2=O)cc1 | -9 | 0 | i | i | i | i | i | i | 0 | i | 1
COC(=O)c1[nH]c2cc(OC)ccc2c1NC(=O)CN1CCC(C(N)=O)CC1 | -4 | . | i | i | i | i | i | i | 2 | i | 1
CC1CN(C(=O)N2CCOCC2)CCN1C(=O)N1CCOCC1 (configuration not stated) | -2 | . | i | i | i | i | i | i | -2 | i | -3
CCOC(=O)c1c(Cc2ccccc2)c[nH]c1C | -13 | 0 | i | i | i | i | i | i | 0 | i | -2
CC(C)CNC(=O)COC(=O)c1c2c(nc3ccccc13)CCC2 | -10 | 0 | i | i | i | i | i | i | -1 | i | 0
CCOc1ccccc1OCCOCCN1CC(C)OC(C)C1 (configuration not stated) | -2 | -2 | i | i | i | i | i | i | -4 | i | 1
COc1ccc2[nH]cc(/C=C/c3cc[n+](C)cc3)c2c1 | -18 | 1 | i | i | i | i | i | i | 21 | i | -4
Cn1c(/C=N/c2nc3ccccc3[nH]2)nc2ccccc21 | -13 | -15 | i | i | i | i | i | i | 6 | i | -2
CC(C)(C)c1ccc(-c2nnc(SC3CCOC3=O)n2Cc2ccccc2)cc1 (configuration not stated) | -12 | -2 | i | i | i | i | i | i | -3 | i | 3
O=C(NC1CCCCC1)C1CCN(S(=O)(=O)N2CCOCC2)CC1 | -8 | 0 | i | i | i | i | i | i | -2 | i | -1
COc1cccc(NS(=O)(=O)c2ccc3c(c2)CCN3C(C)=O)c1 | -7 | -2 | i | i | i | i | i | i | -1 | i | 1
C=CCn1c(SCC(=O)Nc2cc(C)c(Cl)cc2OC)nnc1-c1ccco1 | -12 | -3 | i | i | i | . | i | i | 1 | i | -2
O=S(=O)(NCCc1ccccc1)c1ccc(F)cc1 | -5 | . | i | i | i | i | i | i | . | i | 2
CCc1ccc(CCC(=O)Nc2sc(C)c(C)c2C(=O)OC)o1 | -9 | 1 | i | i | i | i | i | i | 2 | i | 4
Cc1ccc(C(=O)n2nc(-c3ccccc3)nc2NCc2ccco2)cc1 | -8 | -1 | i | i | i | i | i | i | 10 | i | 1
Cc1ccc(C(=O)NCCn2c(N)c(C#N)c3nc4ccccc4nc32)cc1 | -2 | 3 | i | i | i | i | i | i | 0 | i | 0
COc1ccccc1NC(=O)c1nn(-c2ccc(F)c(F)c2)ccc1=O | -21 | -1 | i | i | i | i | i | i | 8 | i | 0
CCN(CC)S(=O)(=O)c1ccc(Cl)c(NC(=O)c2cc(Cl)cc(Cl)c2)c1 | -1 | 1 | i | i | i | i | i | i | 2 | i | -1

Assay outcomes deposited in PubChem BioAssay by several laboratories.

A portion of the library; rates above refer to the full screens.
